OX1R antag-1 – blocks the human orexin 1 receptor | O43613 | OX1R-expressing cells, FRET antagonist read-out | inhibition, % at 6.6 µM | 1.8% of 330,000 active | AID 485270; in the data active means inhibition mostly above about 38%, no sharp cut-off; inactive means mostly below about 40%;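 further: 0% = agonist challenge alone and 100% = reference antagonist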
Target sequence (O43613 whole entry, looked up): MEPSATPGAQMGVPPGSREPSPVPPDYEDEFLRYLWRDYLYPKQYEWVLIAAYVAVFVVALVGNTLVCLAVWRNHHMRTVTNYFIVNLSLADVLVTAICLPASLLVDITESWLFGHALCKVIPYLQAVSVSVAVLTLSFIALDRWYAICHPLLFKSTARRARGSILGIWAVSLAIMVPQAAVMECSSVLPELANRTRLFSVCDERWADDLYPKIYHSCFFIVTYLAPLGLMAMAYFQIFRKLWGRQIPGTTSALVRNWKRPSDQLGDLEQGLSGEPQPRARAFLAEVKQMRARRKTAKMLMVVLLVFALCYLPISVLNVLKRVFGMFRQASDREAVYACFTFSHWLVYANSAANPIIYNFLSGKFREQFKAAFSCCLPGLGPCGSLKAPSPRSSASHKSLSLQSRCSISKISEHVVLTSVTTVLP
OX1R antag-2 – antagonists of human orexin 1 receptor. 0.43% of 330,000 active. AID 434989. inhibition, % at 5 µM. CHO/OX1R cells, Fluo-8 calcium fluorescence, orexin A. O43613;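 active means inhibition above its plate's threshold, mean inhibition of all tested compounds on the plate plus 3 SD, cut at about 37% in these data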;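 further: 0% = orexin A challenge wells and 100% = SB-334867-A antagonist wells; not every result past the cut was called active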
An asterisk follows results filed as active.

Under each structure: OX1R antag-1 | OX1R antag-2
Cc1ccc(NC(=S)N2CCN(c3ccccn3)CC2)c(C)c1
→ 8 | 0
COc1ccc(C(=O)NCCN=C2NS(=O)(=O)c3ccccc32)cc1
→ 10 | 2
COc1cccc(CC2CC(=O)N(CCc3ccc4c(c3)OCO4)C2=O)c1 (stereo unspecified)
→ 10 | -28
O=[N+]([O-])c1ccc(/C=N/Nc2ccnc3cc(Cl)ccc23)o1
→ 15 | 6
Cc1ccc(NC(=O)CN2C(=O)C3CC=C(Cl)CC3C2=O)cc1 (stereo unspecified)
→ 41 | -8
COC(=O)c1c(NS(=O)(=O)c2ccc(C)cc2)sc2c1CCC(C)C2 (stereo unspecified)
→ 14 | -15
COCCNC(=O)c1onc(CSc2ccncc2)c1C(=O)NCCOC
→ 1 | -10
O=S1(=O)C[C@H]2NC(=S)N(c3ccccc3)[C@H]2C1
→ 11 | 3
N#Cc1ccc(-c2ccccc2)nc1Sc1ccc(F)cc1
→ 23 | -5
CCN(CC)C(=O)CSc1nc(C)cc(C)n1
→ 37 | -10
C=CC[C@@H](CC(=O)N[C@@H](CO)Cc1ccccc1)C(=O)NC[C@@H](OC(=O)[C@@H](CC=C)Cc1ccc(F)cc1)c1ccccc1
→ 3 | -12
Cc1ccc2[nH]c3c(=O)n(CCN4CCOCC4)cnc3c2c1
→ 17 | -13
CN(C)CCNC(=O)CNC(=S)N(Cc1ccccc1)Cc1cccnc1
→ 2 | 11
CCN(c1ccccc1)c1nc(=O)c2cccnc2s1
→ 11 | -2
COC(=O)CCCCCCCCC(=O)Nc1nc2ccccc2s1
→ 51 | -36
CC(=O)c1cc2c(cc1NC(=O)CN1CCC(Cc3ccccc3)CC1)OCO2
→ 13 | -16
CN(C)c1ccc(C(=S)N2CCN(C(=S)Nc3ccc(Cl)cc3)CC2)cc1
→ 28 | -33
COc1ccc(C(=O)/C=C/Nc2ccc(S(=O)(=O)Nc3nc(C)cc(C)n3)cc2)c(OC)c1
→ 2 | -26
Cc1cccc(NC(=O)Nc2cccc3ccccc23)c1
→ 27 | -5
COc1cccc(-c2nc(OC(C)C)c3ccccc3n2)c1
→ -3 | -18
COc1ccc(OC)c(C2C(C(=O)N(C)C)=C(C)Nc3nc4ccccc4n32)c1 (stereo unspecified)
→ -2 | -18
CCC(=O)N/N=C(\C)CC(=O)Nc1ccc2ccccc2c1
→ -1 | -29
CCOC(=O)c1ccc(-n2ncc(C(=O)OCC)c2N)cc1
→ 12 | -10
COc1ccc(C(=O)N2CCC(C(=O)Nc3ccc(C)cc3)CC2)cc1
→ 28 | -22
COc1cc(OC)c(NC(C)C(=O)NCc2ccccc2)cc1Cl (stereo unspecified)
→ 19 | -28
COc1ccc(-c2cc(-c3ccc(C)cc3)nc(SCc3nnc(-c4ccccc4)o3)c2C#N)cc1OC
→ 5 | -22
Cc1cccc(OCc2nnc(N)s2)c1C
→ 1 | 1
CCC(CO)Oc1cc(NC(=O)Cc2ccccc2F)c2ncn(C(C)C)c2c1 (stereo unspecified)
→ 11 | -11
CCc1ccc(C(=O)N2CCCN(C)CC2)s1
→ 16 | -8
CN(CC(=O)Nc1cccc(F)c1)C(=O)c1ccc(COc2ccccc2)o1
→ -1 | -21

3 records picked at random from the list so far, as already listed:
Under each structure: OX1R antag-1 | OX1R antag-2
CCc1ccc(C(=O)N2CCCN(C)CC2)s1
→ 16 | -8
O=S1(=O)C[C@H]2NC(=S)N(c3ccccc3)[C@H]2C1
→ 11 | 3
Cc1ccc(NC(=S)N2CCN(c3ccccn3)CC2)c(C)c1
→ 8 | 0

Further structures:
Under each structure: OX1R antag-1 | OX1R antag-2
O=C(Cc1ccc(Cl)c(Cl)c1)N/N=C/c1cccnc1
→ 11 | -25
CCOC(=O)/C=c1\s/c(=C\c2ccc(C(F)(F)F)cc2)c(=O)n1CC(=O)NCc1ccco1
→ 3 | -8
CCN(CC(=O)Nc1c(F)cccc1F)C(=O)CCOc1ccc(C)cc1
→ 14 | -20
CCN(CC)C(=O)c1cn(C)c2ccc(S(=O)(=O)N(CC)CC)cc2c1=O
→ 7 | -12
Cc1nc(CC(=O)N/N=C/c2ccc(OCC(=O)O)cc2)cs1
→ 10 | 6
CC1CCN(c2c([N+](=O)[O-])nn(-c3ccc4c(c3)OCCO4)[n+]2[O-])CC1
→ 38 | -50
CCC(C)NC(=O)CSc1nc2ccsc2c(=O)n1-c1ccc(OC)cc1 (stereo unspecified)
→ 0 | -12
O=C(CCc1ccccc1)Nc1ccc(S(=O)(=O)N2CCCC2)cc1
→ -1 | -39
CC1C(=O)N2CCCc3cc(NC(=O)c4ccccc4Br)cc1c32 (stereo unspecified)
→ 15 | -26
CC1CCCCC1NC(=O)CN1C(=O)COc2ccccc21 (stereo unspecified)
→ 14 | -3
CCN(CCCNS(=O)(=O)c1ccc2c(c1)oc(=O)n2C)c1cccc(C)c1
→ 12 | -7
Cc1ccc(-c2nnc(-c3cc(C)on3)o2)cc1
→ 10 | -5
Cc1ccc2nc(-c3ccncc3)cc(C(=O)Nc3ccc(OC(F)F)cc3)c2c1
→ 30 | -29
CC(C)(C)c1ccccc1NC(=O)CN1C(=O)NC(Cc2ccccc2)C1=O (stereo unspecified)
→ 21 | -19
COc1cc(/C=C/c2cc(C(=O)O)c3ccccc3n2)ccc1OC(F)F
→ 12 | -7
O=C(COc1ccc(S(=O)(=O)N2CCCC2)cc1Cl)NC1CC1
→ 13 | -20
Cc1ccc(NC(=O)Nc2cccc(C)n2)c(C)c1
→ 13 | -12
O=S(=O)(Nc1cc(S(=O)(=O)N2CCOCC2)ccc1NCC1CCCO1)c1ccc(F)cc1 (stereo unspecified)
→ 16 | -39
CCOC(=O)c1c(C)c(C(=O)NCc2ccccc2OC)c(C)n1C
→ 17 | -53
Cc1ccc(CNC(=O)c2coc(=O)c3ccccc23)o1
→ 8 | -11
O=C(COC(=O)c1ccc(F)cc1)Nc1ccc2c(c1)OCO2
→ 7 | 18
CC(C)OC(=O)CSc1nnc(CNc2ccc(Cl)cc2)n1C
→ 23 | -36
CC(C)(C)OC(=O)N1CCC(NC(=O)c2[nH]cnc2C(=O)Nc2ccc(Cl)cc2)CC1
→ 2 | 9
CCCN(CCC)CCCNC(=O)CCNS(=O)(=O)c1ccc(Br)cc1
→ 15 | -7
COc1ccc(CN(CC(=O)NCc2ccccc2)C(=O)c2csnn2)cc1
→ 9 | -30
CCOc1cc(/C=N/Nc2cc(C)nc3ccc(C)cc23)ccc1O
→ 3 | -8
CC(=O)c1cccc(NC(=O)N2CCN(S(C)(=O)=O)CC2)c1
→ 4 | -3
CCOC(=O)C1CCCN(c2c(C(=O)c3ccccc3)cnc3ccc(OC)cc23)C1 (stereo unspecified)
→ 10 | -50
O=[N+]([O-])c1c(Nc2ccccc2O)ccc2nonc12
→ 59* | -20
Cc1ccc(C2(C)NC(=O)N(CC(=O)c3ccc4c(c3)OCCO4)C2=O)cc1 (stereo unspecified)
→ 7 | -14

Some of the entries so far, as labelled records:
Compound: CCOC(=O)c1c(C)c(C(=O)NCc2ccccc2OC)c(C)n1C
  OX1R antag-1: 17
  OX1R antag-2: -53
Compound: Cc1ccc(CNC(=O)c2coc(=O)c3ccccc23)o1
  OX1R antag-1: 8
  OX1R antag-2: -11
Compound: O=C(COC(=O)c1ccc(F)cc1)Nc1ccc2c(c1)OCO2
  OX1R antag-1: 7
  OX1R antag-2: 18
Compound: CC(C)OC(=O)CSc1nnc(CNc2ccc(Cl)cc2)n1C
  OX1R antag-1: 23
  OX1R antag-2: -36

The list goes on.
Under each structure: OX1R antag-1 | OX1R antag-2
CCn1c(N2CCN(C(=O)/C=C/c3ccccc3)CC2)nc2ccccc21
→ 5 | -12
COc1cccc(C(=O)Nc2nnc(-c3ccc(Cl)cc3)o2)c1
→ 21 | 3
Cc1cccc(NC(=O)Cc2ccc(-c3ccccc3)cc2)n1
→ 12 | -18
O=C(O)C[C@H]1c2cc(F)ccc2S(=O)(=O)N1C1CCCCC1
→ 20 | 11
CCO[C@H]1OC(C(=O)NCc2ccccc2)=C[C@@H](c2coc3ccccc3c2=O)[C@@H]1CCCO
→ 9 | -30
Nc1nnc(-c2cn(-c3ccccc3)nc2-c2ccc(Cl)cc2)o1
→ -3 | 1
Cc1ccc(CC(=O)N(C)CC(=O)Nc2ccc(N3CCOCC3)cc2)cc1C
→ 10 | -15
CCOc1ccc(CCNC(=O)c2ccc(CS(=O)Cc3ccccc3Cl)o2)cc1 (stereo unspecified)
→ 5 | -19
CC(Nc1ccnc2cc(Cl)ccc12)c1ccc(S(N)(=O)=O)cc1 (stereo unspecified)
→ 30 | -4
CCOC(=O)c1ccc(NC(=O)N2CCOCC2)cc1
→ 7 | -9
Cc1cc(NC(=O)CC#N)n(-c2nc3ccccc3[nH]2)n1
→ 14 | -12
CCCCSCCCNC(=O)c1ccc(CS(=O)(=O)c2ccc(OC)cc2)o1
→ 7 | -19
CCOC(=O)c1c(C)[nH]c(C)c1S(=O)(=O)NCCN1CCN(c2cc(Cl)ccc2C)CC1
→ 13 | -32
COc1ccc(-n2c(N)c(Br)c(=O)[nH]c2=O)cc1
→ 3 | 9
CN(Cc1cccs1)C(=O)CSc1nc(N)cc(N)n1
→ 14 | 9
COc1ccc(N2C(=O)CC(SC(C)C)C2=O)cc1 (stereo unspecified)
→ 16 | -14
N#Cc1ccc(-c2ccc3c(c2)OCO3)nc1SCC(=O)OCc1ccccc1
→ 44 | -1
COc1ccc(CN2C=C3C(=O)C(C)(OC(=O)C4CCCC4)C(=O)C=C3C=C2c2ccsc2)cc1 (stereo unspecified)
→ 22 | -25
Cc1cccc(C)c1NC(=O)CN(C)C(=O)CC1CC2CCC1C2 (stereo unspecified)
→ 5 | -13
CCN(CC)CCNC(=O)c1cc2ccccc2nc1Cl
→ 4 | -18
O=C(Nc1ccccn1)N1CCOCC1
→ 6 | 1
Cc1ccc(C2(C(=O)N3CCC(n4nc(-c5ccccc5)oc4=O)CC3)CC2)cc1
→ 10 | -42
CC(NCc1ccc2c(c1)OCO2)C(=O)NC1CCCc2ccccc21 (stereo unspecified)
→ 29 | -19
CCS(=O)(=O)Nc1ccc(C2=NN(C(=O)c3ccco3)C(c3ccc(C)cc3)C2)cc1 (stereo unspecified)
→ 0 | -4
CCOC(=O)C(C)Oc1cccc2c(=O)n(CC(=O)NCc3ccc(F)cc3)ccc12 (stereo unspecified)
→ 3 | -8
Cc1cc(C)cc(N(CCC#N)C(=O)CSc2nc3nc(C)cc(C)n3n2)c1
→ -3 | -1
COc1cc(NC(=O)c2cc3nc(-c4ccccc4)cc(-c4ccccc4)n3n2)cc(OC)c1OC
→ 8 | -31
CCOc1ccc(C(=O)CSc2nnc(C3CC3)n2C)cc1
→ 8 | -9
CC(NC(=O)c1ccc(N(C)C)cc1)c1ccc(F)cc1 (stereo unspecified)
→ 24 | -7
COc1ccc(NC(=O)c2cc(C(C)C)on2)cc1OC
→ 10 | -10
O=C(NCC1CCCO1)C1c2ccccc2C(=O)N1C1CCCCCCC1 (stereo unspecified)
→ 12 | -26
C=CCn1cccc(C(=O)Nc2ccc(N(C)C)cc2)c1=O
→ 10 | -15
CCc1cc2c(SCC(=O)N3CC(=O)Nc4ccccc43)ncnc2s1
→ 3 | -33
S=c1[nH]nc(-c2ccncc2)n1/N=C/C=C/c1ccco1
→ 18 | -15
O=Cc1ccc(N2CCCC2)c(F)c1
→ 10 | 1
CC(C)=CCC12Oc3cc(O)ccc3C1(O)Oc1cc3c(c(O)c1C2=O)C=CC(C)(C)O3 (stereo unspecified)
→ 10 | -13
Cc1ccc(CCNC(=O)c2cc(C)nn2-c2ccccc2)cc1
→ 32 | -36
Cc1cc(NC(=O)CSc2ncc(C(=O)O)n2-c2ccc(F)cc2)no1
→ 6 | -2
CC[C@@]12C(=O)N(c3cccc(Br)c3)C(=O)N1[C@H](c1ccc(F)cc1)[C@@H]1C(=O)N(C3CCCCC3)C(=O)[C@@H]12
→ 5 | -27
O=C(COC(=O)c1ccccc1NC(=O)c1ccco1)NCCC1=CCCCC1
→ 71 | 13
NNC(=O)c1[nH]c2ccccc2c1-c1ccccc1
→ -14 | -14
CSc1nsc(SCC(=O)Nc2ccccn2)n1
→ 8 | -14
Cn1nccc1CNC(=O)c1c(Cl)cnn1C
→ 3 | 1
CC1(C(=O)N(c2ccccc2)C(C(=O)NC2CCCC2)c2ccccn2)CC(=O)N=C2C=CC=CN21 (stereo unspecified)
→ 10 | -2
CCCn1nnc(NC(=O)C(C)Oc2ccc(Cl)cc2Cl)n1 (stereo unspecified)
→ 22 | -36
O=C(c1cc2ccccc2oc1=O)N(Cc1cccs1)CC1CCCO1 (stereo unspecified)
→ 11 | -15
O=C(Cn1nnc(-c2ccccc2F)n1)Nc1cccc2ncccc12
→ 9 | -2
COc1cccc(COC(=O)c2ccc3c(c2)NC(=O)C(C)S3)c1OC (stereo unspecified)
→ 19 | -14
O=C1c2ccccc2C(=O)N1CSc1ncccn1
→ 16 | -21
C=C(c1ccc(OCCO)cc1)c1ccc(OCCO)cc1
→ 3 | -1
COc1ccc(CN2CCc3ccc(NC(=O)CCc4ccccc4OC)cc3C2)c(O)c1
→ 13 | -24
O=C(NCC(F)(F)F)N1CCOCC1
→ 9 | -15
CC1(C)CC(NC(=O)CSc2ccccc2)CC(C)(C)N1
→ 13 | -9
CS(=O)(=O)N1CCN(c2ccc([N+](=O)[O-])cc2F)CC1
→ 37 | -11
Cc1ccc2c(c1)C(=O)C(=O)N2Cc1ccc(Br)cc1
→ 3 | -8
Cc1noc(NS(=O)(=O)c2ccc(NC(=O)C34CC5CC(C3)CC(n3cnc(Br)n3)(C5)C4)cc2)c1C
→ -21 | -8
Cc1ccc(S(=O)(=O)N(C)c2ccc(C(=O)NCC3CCCO3)cc2)cc1 (stereo unspecified)
→ 15 | -9
Cc1cccc2cc(C3CC(c4cccs4)=NN3S(C)(=O)=O)c(Cl)nc12 (stereo unspecified)
→ 24 | -17
CCOC(=O)c1c(-c2ccco2)csc1NC(=O)COC(=O)c1cnccn1
→ 11 | 3
CCCCCn1c(CN2CCN(C(=O)OCC)CC2)nc2c1c(=O)[nH]c(=O)n2C
→ 15 | -5

Screens deposited in PubChem BioAssay by The Scripps Research Institute Molecular Screening Center.
